Bioassay records: PubChem BioAssay, several laboratories
NR2E3 ag-1 – NR2E3 (human) agonism | Q9Y5X4 | GST-NR2E3/biotin-RetCOR TR-FRET, 1536-well | inhibition of corepressor binding, % at 4.78 µM | hit rate 0.12% among 320,000 | AID 2300;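 active = percent inhibition above the cutoff of mean plus 3 SD of all tested compounds, set per screening campaign, cut at about 20% in these data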;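 note: 0% = DMSO wells and 100% = biotin wells as full block of FRET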
Target sequence (Q9Y5X4 whole entry, looked up): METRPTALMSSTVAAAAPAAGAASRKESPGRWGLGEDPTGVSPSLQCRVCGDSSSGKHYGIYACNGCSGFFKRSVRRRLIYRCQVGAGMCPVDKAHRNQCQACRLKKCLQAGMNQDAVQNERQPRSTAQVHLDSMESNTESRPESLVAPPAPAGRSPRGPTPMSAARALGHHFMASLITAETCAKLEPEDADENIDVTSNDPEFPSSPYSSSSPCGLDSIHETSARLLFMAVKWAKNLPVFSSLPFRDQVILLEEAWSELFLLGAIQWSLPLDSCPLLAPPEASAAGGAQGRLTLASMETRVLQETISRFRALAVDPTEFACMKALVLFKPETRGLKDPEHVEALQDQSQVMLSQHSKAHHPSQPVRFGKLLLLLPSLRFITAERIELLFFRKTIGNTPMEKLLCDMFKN
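System: GST-tagged NR2E3 plus biotinylated RetCOR corepressor; Buffer or medium: pH 7.5 Tris-based buffer; Probe or stimulus: RetCOR corepressor, biotinylated, 7 nM; Doses: compound at 4.8 µM, single dose; Schedule: 5 h incubation at 4 °C; Technique: time-resolved FRET; Evaluation: percent inhibition of TR-FRET ratio; Replication: one well per compound, singlicate testing.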
Vif imaging – HIV Vif inhibition; hit rate 0.35% among 340,000; AID 602346; inhibition, % at 7.49 µM; HEK293T cells, Vif self-association by quenched fluorescence, imaging, 24 h; in the data active = inhibition above about 50%, passing the limit was not always enough; note: some results filed as inactive read as strong as hits
Shn3 3UTR inh – reduces Shn3 3'UTR luciferase signal in osteoblasts; Clone20 osteoblast Shn3 3'UTR firefly luciferase, 24 h; inhibition, % at 12.5 µM; hit rate 0.52% among 360,000;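 active = mean inhibition of at least 75% with every replicate also reaching 75%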;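 note: 0% = median of neutral control wells and 100% = pilot-screen positive control compound; some compounds past the cut are filed as inactive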
PDI inh – blocks human protein disulfide isomerase activity. PDI insulin aggregation turbidity, A650, 90 min. inhibition, % at 10 µM. hit rate 0.052% among 350,000;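 active = mean inhibition across replicates of 30% or more, whatever share of single replicates reach that level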;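 note: absorbance from insulin aggregation driven by PDI reduction with DTT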
Target sequence (P07237 whole entry, looked up): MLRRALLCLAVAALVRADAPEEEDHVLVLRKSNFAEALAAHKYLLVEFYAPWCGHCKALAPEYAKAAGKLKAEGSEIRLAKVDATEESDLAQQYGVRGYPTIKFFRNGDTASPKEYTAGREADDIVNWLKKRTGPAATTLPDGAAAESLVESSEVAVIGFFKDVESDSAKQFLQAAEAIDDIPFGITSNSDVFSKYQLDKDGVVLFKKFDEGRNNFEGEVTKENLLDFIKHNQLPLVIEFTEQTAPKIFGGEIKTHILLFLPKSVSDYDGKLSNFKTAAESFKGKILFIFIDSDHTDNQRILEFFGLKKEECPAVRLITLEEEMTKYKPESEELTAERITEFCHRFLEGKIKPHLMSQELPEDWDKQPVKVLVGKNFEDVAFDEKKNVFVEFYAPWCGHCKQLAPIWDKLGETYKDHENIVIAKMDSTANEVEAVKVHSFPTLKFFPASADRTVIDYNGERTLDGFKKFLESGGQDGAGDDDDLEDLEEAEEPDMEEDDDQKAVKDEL
NR2E3 ag-2 – human photoreceptor-specific nuclear receptor agonism. CHO-S Gal4-NCOR/VP16-NR2E3 two-hybrid, luciferase. inhibition of corepressor binding, % at 3.98 µM. hit rate 0.35% among 360,000. AID 602229;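 active = inhibition above the mean of all tested compounds plus 3 SD, cut at about 70% in these data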;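 note: 0% = DMSO with NR2E3 transfected cells and 100% = cells lacking NR2E3 construct; higher means lower luciferase signal from less NR2E3 corepressor binding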
CF NFkB inh – inhibitors of cystic fibrosis induced NF-kB; KKLEB NF-kB-GFP reporter, PAF-induced, GFP fluorescence overnight; inhibition, % at 5 µM; hit rate 0.86% among 360,000;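 active = at least 50% inhibition at 5 µM, scaled per plate between neutral and stimulator controls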;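 note: PAF is a Pseudomonas aeruginosa culture filtrate used as stimulus; plate controls were PAF-stimulated DMSO wells for no effect and unstimulated DMSO wells for full effect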
KKLEB cytotox – reduces viability of KKLEB cystic fibrosis airway cells | KKLEB CF airway cells viability, ATPlite luminescence, overnight; active compounds read low; cells stimulated with P. aeruginosa culture filtrate | activity change (cytotoxicity), % at 5 µM | AID 602141 | hit rate 0.36% among 360,000;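 active = corrected activity change at or below -50% at 5 µM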
Peg3 promoter – inhibitors of Peg3 promoter | HeLa PEG-Prom luciferase reporter, luminescence, overnight | inhibition, % at 20 µM | hit rate 1.7% among 360,000 | AID 588405;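 active = inhibition of at least 50% at 20 µM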
HIF-2a inh – blocks HIF-2a reporter activity | hit rate 0.72% among 360,000 | inhibition, % at 18.8 µM | AID 624352 | 786-0 RCC cells HIF-2a reporter, luciferase luminescence, overnight;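 active = inhibition of the luminescence signal of 40% or more relative to plate controls, in a single-dose primary screen at 18.75 µM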
MITF TRPM1 inh – MITF TRPM1 promoter inhibition in SK-MEL-5 cells | SK-MEL-5 TRPM1 promoter luciferase, 24 h | inhibition, % at 12.5 µM | hit rate 0.83% among 330,000 | AID 488899;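 active = mean inhibition across replicates of 60% or more, whatever share of single replicates reaches that level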; note: values of inactives mirror those of a sister screen read the other way
CaV13 FRET inh – Primary screen for inhibitors of IQ motif and Ca2+-dependent inactivation inhibitor domain binding in CACNA1D, Förster resonance energy transfer in living cells, …; hit rate 0.098% among 340,000; HEK cells, CFP/YFP FRET ICDI-IQ, plate reader, 10 min; percent FRET-ratio fall versus neutral wells; inhibition, % at 12.3 µM;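 active = mean replicate inhibition of at least 30% and at least 1% of replicates passing that level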;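 note: 0% = median of the neutral control wells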
Active calls of the source: *; · = not tested or not shown. Compounds were not picked by outcome; overall some 3.3% were active at least once.

SMILES	NR2E3 ag-1	Vif imaging	Shn3 3UTR inh	PDI inh	NR2E3 ag-2	CF NFkB inh	KKLEB cytotox	Peg3 promoter	HIF-2a inh	MITF TRPM1 inh	CaV13 FRET inh
COc1ccc(N2CCN(c3nc(=S)n(-c4ccccc4)c(C)c3C(C)=O)CC2)cc1	4	-3	-16	1	-7	-20	5	-17	-14	5	-10
CCOC(=O)c1cccc(NC(=O)CSc2nnc(COc3ccccc3)n2CC)c1	-2	-12	19	4	8	0	-1	15	16	12	-5
COc1ccc(Br)cc1/C=N/NC(=O)Cn1nnnc1N	-1	-3	0	-8	6	-12	-2	24	7	5	-5
O=C(Nc1ccc2ccccc2c1)c1cccc(F)c1	0	2	-119	8	-173	1	-6	-327	-218	-120	-4
COc1ccc(N(CC(=O)N/N=C/c2ccc(C(=O)O)cc2)S(=O)(=O)c2ccc(NC(C)=O)cc2)cc1	0	11	-3	-2	-7	18	-8	10	9	2	-2
COc1ccc(S(=O)(=O)N2CCN(C(=O)C3CCCO3)CC2)cc1 (stereo unspecified)	3	4	-6	-10	-18	-2	-3	7	3	0	-5
COc1ccccc1C(=O)NNC(=O)c1cccc(O)c1	0	2	-59	-3	-92	-23	20	-98	-89	-12	-5
CC(Sc1n[nH]c(-c2cccs2)n1)C(=O)N1CCCC1 (stereo unspecified)	·	3	-4	-2	-25	-11	-9	10	5	0	-6
O=C(Nc1ccccc1-c1ccccc1)C1CCCC1	-4	-1	-9	-1	-23	30	-8	20	14	-5	5
COc1cc2[nH]c(C(=O)N(C)C3CCS(=O)(=O)C3)cc2c(OC)c1OC (stereo unspecified)	-1	1	-9	1	-11	-11	-6	-1	11	-10	-3
COc1cc(/C=C/C(=O)O)cc(S(=O)(=O)Nc2ccc3c(c2)CCC3)c1OC	2	1	-17	6	6	-19	-4	2	7	-11	-4
COC(=O)CCc1c(C)c(C(=O)c2cccc(OC)c2OC)c2ccccn12	0	-16	31	-1	-10	14	2	11	-10	-2	-4
O=C(COC(=O)c1cc[n+]([O-])cc1)Nc1ccc(Br)cc1	1	14	-4	9	13	7	7	12	13	-10	-7
C[C@H](Nc1ccc(C(F)(F)F)cc1[N+](=O)[O-])C(=O)O	4	1	6	2	-31	-15	-4	13	17	3	1
Cn1c(=O)c2[nH]c(CCc3ccncc3)nc2n(C)c1=O	·	-5	-19	13	-20	2	28	1	6	1	-7
N#Cc1ccc(C(=O)OCC(=O)N2CCCCCC2)cc1	·	-11	8	3	22	-13	2	-16	-2	1	-7
O=C(Oc1csc(=S)n1C(=O)c1ccccc1)c1ccccc1	-1	-7	-2	-1	-17	-20	-2	1	-16	-5	·
CCOC(=O)C1=C(CSc2nc(-c3ccccc3)ccc2C#N)OC(N)=C(C#N)C1c1ccccc1 (stereo unspecified)	4	34	-74	-5	-117	-29	2	-287	-281	-2	-17
O=C(Nc1ccc2ccccc2n1)Nc1cccs1	0	2	-23	-5	-39	-25	9	-36	-99	-31	-5
COC(=O)c1sc(NC(=O)COc2ccccc2)nc1C	0	16	-70	17	-106	-13	2	-246	-258	-49	·
Cc1cc2c(cc1C)NC(=O)CC(C(F)(F)C(F)(F)C(F)(F)F)=N2	-2	1	17	-5	-7	-9	-3	6	-11	4	-4
C=C1CCN([C@@H](CC(C)C)C(=O)NN2CCOCC2)S(=O)(=O)c2ccccc21	4	-3	0	-8	-16	7	-10	-10	0	-4	-11
CCCOc1ccc(OCCSc2nnc(N)s2)cc1	1	-13	-54	-9	-86	·	·	·	·	-55	·
CC(O)[C@H]1CNC(=O)C(=O)N1CC(C)(C)C (stereo partly specified)	1	3	4	-6	-4	0	13	-14	6	3	-6
CN(CC(=O)Nc1c(Cl)cccc1Cl)C(=O)CCc1nc2sc3c(c2c(=O)[nH]1)CCCC3	1	-11	-2	-6	5	2	-14	1	8	-4	-5
CC(C)(C)CN1C(N)=NC[C@@H]1Cc1ccccc1	-1	-5	-2	2	-14	-5	3	12	8	-9	-13
CCOc1ccc(-c2cc(C(=O)NCCCN3CCN(CC)CC3)c3ccccc3n2)cc1	0	41	18	-3	-7	5	-20	-60	-102	-16	-9
S=C1NCN(Cc2cccnc2)CN1c1cccc(Cl)c1	2	-13	-4	-3	29	-4	5	16	16	5	-19
CCOC(=O)c1ccc(-n2c(CN3CCN(CC)CC3)nc3ccc([N+](=O)[O-])cc3c2=O)cc1	1	-6	14	5	-22	-4	-8	5	-10	16	6
CCn1c(-c2csc(-c3ccc(Cl)cc3)n2)n[nH]c1=S	5	3	-10	0	-19	-5	8	-57	-102	-16	-5
Cc1c(NC(=O)CN2C(=O)NC3(CCC(C)CC3)C2=O)c(=O)n(-c2ccccc2)n1C (stereo unspecified)	1	5	2	-2	-7	-11	18	21	15	6	-2
Cc1cc(C)nc(SCC(=O)Nc2cc(C)on2)n1	-1	4	-11	5	-14	-13	2	16	16	-8	-3
CN(C)S(=O)(=O)c1ccc(Cl)c(NC(=O)COC(=O)C2CSC3(C)CCC(=O)N23)c1 (stereo unspecified)	2	·	-23	0	-11	-11	3	7	19	-7	-4
CC1(C)Cc2c(c(-c3ccco3)nc3sc4c(NCCCO)ncnc4c23)CO1	3	-5	-3	2	11	17	-22	30	13	1	-2
CCOC(=O)N1CCN(S(=O)(=O)c2ccc(OC)c(Br)c2)CC1	2	8	-6	-3	-8	-1	7	13	14	6	-5
COc1ccccc1CSc1nc2ccccc2[nH]1	2	-6	-39	-5	-84	2	4	-160	-261	-43	-6
COc1ccc(N/C=C/C(=O)c2cc(OC)c(OC)c(OC)c2)cc1	0	-2	-16	3	-62	10	-8	-77	-93	9	-4
CCN(CC)C(=O)C1CCCN(C(=O)Nc2ccccc2)C1 (stereo unspecified)	5	13	-10	6	-10	11	-11	15	-1	-5	-3
S=C(c1c[nH]c2ccc(Br)cc12)N1CCOCC1	2	5	8	3	2	11	9	0	28	4	-3
CC(=O)c1ccc(NC2=C(N3CCOCC3)C(=O)c3ccccc3C2=O)cc1	3	·	-29	-1	-14	-26	8	-18	-34	18	·
COc1ccc(C)cc1NC(=O)c1ccc(N(C)S(C)(=O)=O)cc1	-4	20	2	4	2	-9	7	-7	-4	-3	-4
CCc1ccccc1N1C(=O)C2CC(C)=C(C)CC2C1=O (stereo unspecified)	0	-9	9	-8	8	-4	-5	11	21	0	·
Cc1ccc(S(=O)(=O)CCSc2cccc(C(=O)Nc3ccccc3C(=O)O)c2)cc1	-1	-16	13	6	4	1	22	14	-24	7	-1
COc1ccc(-c2cnc3c(NC=O)cc(-c4ccccc4)cn23)cc1OC	·	·	21	-13	-28	46	-38	23	-22	·	-10
O=C(Cn1cccc1C(=O)c1ccccc1)NCCc1ccccc1	-2	-6	-8	-1	13	-33	16	10	3	9	-2
COc1ccc(NC(=O)C2CCN(S(=O)(=O)c3ccc(OC)c(OC)c3)CC2)c(OC)c1	-1	-11	-5	-1	15	8	-6	4	6	2	-6
O=C(OCC(=O)N1CCCCC1)c1n[nH]c(=O)c2ccccc12	·	10	-6	0	-10	4	-2	-6	6	11	-6
CC(NC(=O)/C(C#N)=C/c1cn[nH]c1-c1ccccc1)c1ccccc1 (stereo unspecified)	0	19	-6	-2	-5	6	9	20	27	9	0
C/C(=C\C(=O)c1cccnc1)Nc1ccc(C(=O)O)cc1	0	-1	0	3	-6	-10	11	-5	17	2	-3
CCCCOC(=O)c1nnc(-c2ccc(Cl)cc2)o1	-6	-5	2	-4	2	2	7	10	12	7	-5
The list goes on:
SMILES	NR2E3 ag-1	Vif imaging	Shn3 3UTR inh	PDI inh	NR2E3 ag-2	CF NFkB inh	KKLEB cytotox	Peg3 promoter	HIF-2a inh	MITF TRPM1 inh	CaV13 FRET inh
COc1ccccc1NS(=O)(=O)c1ccc(C)c(C(=O)NCC(c2ccco2)N(C)C)c1 (stereo unspecified)	-1	0	2	2	-31	1	0	-4	10	7	-6
S=C(S)OC1CC2CC1C1CCCC21 (stereo unspecified)	·	-3	-10	0	-25	-18	-10	-7	-16	-13	-5
Brc1ccc2c(c1)C(c1ccc(N3CCOCC3)cc1)=NNC(c1cccs1)=N2	1	3	4	-26	-23	-5	1	14	19	11	-5
Cc1c(CCOC(=O)C23CC4CC(CC(C)(C4)C2)C3)sc[n+]1CC(=O)c1ccccc1	1	-6	14	7	27	4	-14	54*	15	3	-5
COc1ccc(NC(=O)c2cccc(S(=O)(=O)N3CCCCC3)c2)c(OC)c1	0	-2	9	-3	-14	1	-4	15	-4	14	-3
Cc1ccc(N2CC(C(=O)Nc3cccc(S(=O)(=O)N4CCOCC4)c3)CC2=O)cc1 (stereo unspecified)	·	0	0	-5	11	-7	-1	13	-7	·	-6
CCN=C1S/C(=C/c2ccc(-c3ccc(Cl)cc3C(=O)O)o2)C(=O)N1CC	-2	-13	7	-1	-3	26	-9	16	19	7	-5
O=C(NCC(=O)N1CCN(C/C=C/c2ccccc2)CC1)c1ccc(Br)cc1	·	30	30	0	-31	-6	6	7	-3	9	-5
Cc1cc2oc(=O)cc(CN3CCc4ccccc43)c2cc1Cl	-2	-10	-5	1	-18	-7	-1	6	9	17	·
COc1ccccc1C(=O)NCCC(=O)Nc1ccncc1	6	1	4	5	2	-4	-2	5	-10	-4	-15

Grouped by structure, the compounds so far with a nitro group on carbon (two)
SMILES	NR2E3 ag-1	Vif imaging	Shn3 3UTR inh	PDI inh	NR2E3 ag-2	CF NFkB inh	KKLEB cytotox	Peg3 promoter	HIF-2a inh	MITF TRPM1 inh	CaV13 FRET inh
C[C@H](Nc1ccc(C(F)(F)F)cc1[N+](=O)[O-])C(=O)O	4	1	6	2	-31	-15	-4	13	17	3	1
CCOC(=O)c1ccc(-n2c(CN3CCN(CC)CC3)nc3ccc([N+](=O)[O-])cc3c2=O)cc1	1	-6	14	5	-22	-4	-8	5	-10	16	6

More records follow.
SMILES	NR2E3 ag-1	Vif imaging	Shn3 3UTR inh	PDI inh	NR2E3 ag-2	CF NFkB inh	KKLEB cytotox	Peg3 promoter	HIF-2a inh	MITF TRPM1 inh	CaV13 FRET inh
COC(=O)c1ccc(C(=O)OC)c(NC(=S)N2CCC(C)CC2)c1	1	·	-7	0	8	-7	5	-1	4	3	-4
COc1cc(C(=O)N/N=C(\C)c2ccc(NC(=O)Cc3ccccc3)cc2)ccc1O	·	-8	-34	19	-49	-1	6	-49	-162	-30	-8
O=C(NC1CCCCC1)c1cc(-c2ccccc2O)on1	-10	2	-166	2	-129	0	1	-378	-316	-111	-8
CNC(=O)[C@@]1(Cc2ccccc2)C=C[C@@H](C)N1C(C)=O	-1	-3	-31	-6	17	0	9	8	-8	-20	-12
O=C(Nc1ccc(N2CCCC2=O)cc1)c1cccc(F)c1	1	0	-15	-3	-73	6	8	-191	-163	-51	-10
CCCn1nnnc1NCc1ccccc1Cl	-1	-1	57	1	-4	-8	-1	6	10	·	-5
CCN(c1ccc(NC(=O)COC(=O)C2CCN(c3ccc(C(F)(F)F)cn3)CC2)cc1)C(C)C	·	3	-6	3	-22	-3	-5	-25	-26	-5	-10
